# GSTO1 inh: blocks human GSTO1 in RBBP9 counter-screen; P78417; recombinant GSTO1, activity-based probe fluorescence polarization; inhibition, % at 5.96 µM; actives 1.1% (n = 300,000);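 active = inhibition above the campaign mean inhibition plus 3 SD, cut at about 35% in these data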;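 note: 0% = GSTO1-1 with DMSO and 100% = wells lacking GSTO1-1 enzyme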
# LYPLA2 inh: LYPLA2 (human) inhibition in PME1 counter-screen. AID 2177. inhibition, % at 5.9 µM. recombinant LYPLA2, FP-Rh probe fluorescence polarization. O95372. actives 0.38% (n = 320,000);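 active = inhibition above the screen-wide mean plus 3 SD, limit set per campaign, cut at about 26% in these data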;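 note: 0% = LYPLA2 with DMSO and 100% = wells lacking LYPLA2 enzyme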
# Target sequence (O95372 whole entry, looked up): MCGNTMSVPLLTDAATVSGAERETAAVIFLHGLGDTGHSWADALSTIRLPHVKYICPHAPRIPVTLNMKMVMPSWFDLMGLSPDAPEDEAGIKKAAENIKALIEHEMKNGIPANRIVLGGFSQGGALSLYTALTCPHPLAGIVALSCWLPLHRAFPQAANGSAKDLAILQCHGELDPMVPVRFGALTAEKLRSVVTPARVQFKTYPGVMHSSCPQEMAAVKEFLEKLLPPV
# PREPL inh: inhibits the human prolyl oligopeptidase-like enzyme. Q4J6C6. recombinant PREPL, fluorescence polarization activity-based probe. inhibition, % at 5.96 µM. actives 0.68% (n = 320,000); in the data active = inhibition above about 43%;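 note: 0% = enzyme with DMSO and 100% = wells lacking enzyme; many of its hits are not listed in these tables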
# Target sequence (Q4J6C6 whole entry, looked up): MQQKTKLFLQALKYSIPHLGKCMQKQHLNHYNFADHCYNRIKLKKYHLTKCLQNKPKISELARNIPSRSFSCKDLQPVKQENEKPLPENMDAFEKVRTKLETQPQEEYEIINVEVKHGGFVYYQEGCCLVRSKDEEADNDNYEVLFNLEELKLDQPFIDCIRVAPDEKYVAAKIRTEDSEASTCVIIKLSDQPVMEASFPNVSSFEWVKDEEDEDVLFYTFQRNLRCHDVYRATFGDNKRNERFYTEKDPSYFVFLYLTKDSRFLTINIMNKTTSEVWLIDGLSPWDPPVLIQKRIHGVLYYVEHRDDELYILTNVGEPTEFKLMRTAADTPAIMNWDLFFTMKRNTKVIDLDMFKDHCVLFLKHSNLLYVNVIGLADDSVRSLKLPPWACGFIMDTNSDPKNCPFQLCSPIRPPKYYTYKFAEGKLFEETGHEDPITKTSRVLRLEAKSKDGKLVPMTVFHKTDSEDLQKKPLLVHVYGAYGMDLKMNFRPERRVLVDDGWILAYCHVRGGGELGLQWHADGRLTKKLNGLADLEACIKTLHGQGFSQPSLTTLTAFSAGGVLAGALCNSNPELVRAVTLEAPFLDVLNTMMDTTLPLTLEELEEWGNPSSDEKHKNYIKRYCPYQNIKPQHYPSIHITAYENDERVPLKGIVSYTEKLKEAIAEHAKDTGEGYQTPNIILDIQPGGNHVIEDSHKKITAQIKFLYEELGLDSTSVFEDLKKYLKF
# PAD4 inh: blocks human protein arginine deiminase 4; Q9UM07; recombinant PAD4, RCA probe fluorescence polarization; inhibition, % at 6.36 µM; actives 0.41% (n = 330,000);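 active = percent inhibition above a cutoff equal to the mean of all tested compounds plus 3 SD, cut at about 15% in these data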;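 note: 0% = PAD4 with RCA probe and DMSO and 100% = probe without PAD4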
# LYPLA1 inh: blocks human lysophospholipase 1, a PME1 counter-screen. O75608. recombinant LYPLA1, FP-Rh probe fluorescence polarization. inhibition, % at 5.9 µM. actives 0.16% (n = 320,000). AID 2174;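 active = inhibition above the mean of all tested compounds plus 3 SD, set per campaign, cut at about 14% in these data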;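 note: inhibitors block serine hydrolase probe labeling of LYPLA1 so polarization falls; 0% = enzyme with DMSO and 100% = wells lacking LYPLA1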
# PAFAH2 inh: inhibitors of human PAFAH2. Q99487. recombinant PAFAH2, FP-rhodamine activity probe, fluorescence polarization. inhibition, % at 3.39 µM. actives 0.99% (n = 340,000). AID 492956;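 active = inhibition above the mean over all tested compounds plus 3 SD, cut at about 30% in these data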;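 note: inhibitors block probe labeling of enzyme so polarization drops; 0% = enzyme with DMSO and 100% = wells lacking PAFAH2 protein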
# PAFAH1B3 FP inh: PAFAH1B3 (human) inhibition; actives 0.28% (n = 340,000); recombinant PAFAH1B3, FP-rhodamine probe, fluorescence polarization; AID 492972; inhibition, % at 3.39 µM;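 active = inhibition above the screen-wide average of all tested compounds plus 3 SD, cut at about 25% in these data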;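 note: 0% = enzyme with DMSO only and 100% = wells lacking PAFAH1B3 protein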
# EBNA-1 inhibitor: blocks EBNA-1 binding to DNA; EBNA-1 DNA binding, fluorescence polarization; inhibition, % at 14.8 µM; actives 0.34% (n = 300,000); AID 1950; in the data active = inhibition above about 28%
# ZTA counter: ZTA (EBV) inhibition in EBNA-1 counter-screen; actives 0.15% (n = 320,000); inhibition, % at 11 µM; ZTA-DNA binding, fluorescence polarization; in the data active = inhibition above about 33%
# * hit, by the source's call; x = no result given. Not all compounds are listed; rates above refer to the full screens.
SMILES,GSTO1 inh,LYPLA2 inh,PREPL inh,PAD4 inh,LYPLA1 inh,PAFAH2 inh,PAFAH1B3 FP inh,EBNA-1 inhibitor,ZTA counter
CC(=O)C[C@@H](O)CC(=O)[C@@H]1OC(=O)CCCCC/C=C/Cc2ccccc21,x,x,15,-4,x,-1,8,x,x
Nc1c(NCCCN2CCOCC2)c2ccccc2oc1=O,15,4,17,4,0,-1,0,8,0
CNC(=O)N(O)C1N(/N=C/c2ccc(N(C)C)cc2)C(=S)SC1(C)C (stereo unspecified),6,-4,0,1,-5,1,0,5,5
N#Cc1c(C#N)c(-c2ccccc2)n(-c2ccc(C(=O)O)cc2)c1N,-9,-4,6,-3,-1,-1,-4,3,7
CCOC(=O)c1c(C)c(C(=O)NCC2CCCO2)c(C)n1CC (stereo unspecified),-6,-1,12,-6,1,-3,13,-9,-12
COC(=O)CSc1nc2sc3c(c2c(=O)n1C1CCCCC1)CCN(C)C3,-18,-5,5,3,-3,x,x,-1,0
Cc1ccc(CS(=O)Cc2ccc(C(=O)N3CCOCC3)o2)cc1 (stereo unspecified),-9,-2,2,1,1,5,12,8,7
CCCCN(C(=O)c1ccc(Cl)c([N+](=O)[O-])c1)c1c(N)n(CCC)c(=O)[nH]c1=O,9,-2,9,-1,-1,7,8,-7,7
Cc1cc(C)cc(N(CC(=O)NCCSCc2ccccc2)S(C)(=O)=O)c1,-5,6,0,1,4,8,-2,-7,-16
CCc1ccccc1OCc1nnc(N)s1,6,1,-4,2,0,2,2,4,-4
Cc1cc(C)cc(NC(=O)c2ccc(NC(=O)c3ccco3)cc2)c1,-12,-10,3,2,-9,-10,3,14,-11
CC(=O)N1N=C(c2cccc(Br)c2)OC12CCCC2,8,-1,-2,-2,-1,0,6,4,3
CCCCC(=O)Nc1ccccc1N1CCN(c2ccc(F)cc2)CC1,4,4,2,1,-1,-1,-2,0,-3
CCOc1ccc(N(CC(=O)NCCc2ccccc2)S(=O)(=O)c2ccccc2)cc1,0,-6,-57,0,-3,14,2,0,1
N#Cc1c(/N=C/c2ccco2)oc(-c2ccccc2)c1-c1ccccc1,-6,8,-8,-4,5,5,1,-9,-14
COC(=O)c1[nH]c(C)c(/C(O)=C2\C(=O)C(=O)N(CCN(C)C)C2c2cccs2)c1C (stereo unspecified),5,-1,-4,-4,-1,5,7,3,-2
O=C(CNC1CCCCCC1)Nc1ccccc1N1CCOCC1,6,16,1,-5,4,-5,10,-1,-2
O=C(NCCc1c[nH]c2ccccc12)c1ccc(F)cc1F,-2,-8,10,-1,-5,-4,10,0,8
CCCCCn1c(=O)[nH]c2cc(C(=O)NCc3ccco3)ccc2c1=O,-3,3,0,-4,-5,-3,0,9,4
O=C(C1CCCCC1)N1CCCn2c1nc1ccccc12,8,4,-4,-4,1,3,12,-5,5
CN1CCC(=O)N([C@H](CSc2ccccc2)Cc2ccccc2)CC1,0,2,-1,-3,0,-1,3,-1,2
Cc1ccc(Cl)cc1NC(=O)CNC(=O)N1CC(=O)Nc2ccccc21,13,7,14,-3,2,7,1,3,-19
Cc1ccc2nc(NC(=O)C3CCCN3C(=O)OC(C)(C)C)sc2c1 (stereo unspecified),-2,-1,0,-2,-1,4,5,4,13
CCOC(=O)c1c(NC(=O)COC(=O)CCOc2ccccc2C)sc(C(=O)NC)c1C,7,2,24,-3,0,1,8,-12,-14
CC(=O)Nc1ccc(S(=O)(=O)Nc2nc3ccccc3nc2Nc2ccc(S(N)(=O)=O)cc2)cc1,-4,-4,6,-4,-7,16,24,-10,-4
# (further entries)
SMILES,GSTO1 inh,LYPLA2 inh,PREPL inh,PAD4 inh,LYPLA1 inh,PAFAH2 inh,PAFAH1B3 FP inh,EBNA-1 inhibitor,ZTA counter
OC(C#CCN1CCOCC1)c1cccs1 (stereo unspecified),2,1,-10,1,-1,-1,-4,1,0
C#C[C@]1(O)CC[C@H]2[C@@H]3CCc4cc(OC5CCCC5)ccc4[C@H]3CC[C@@]21C,-2,-5,-8,5,-2,53*,-4,3,8
O=C(CCn1c(=O)c2ccccc2n(Cc2ccccc2)c1=O)NC1CCN(Cc2ccccc2)CC1,7,4,18,-7,0,4,6,0,-3
COc1ccccc1CNC(=O)c1ccc(OCc2c(C)noc2C)c(OC)c1,3,-6,1,4,2,1,7,-7,4
Cc1ccc(NC2CCCN(C(=O)CCc3scnc3C)C2)cc1C (stereo unspecified),8,6,13,-2,-1,-2,11,-3,-8
Cc1ccc(/C(C#N)=C\c2cn(C)c3ccccc23)cc1,-2,-2,17,5,0,x,x,-6,-5
CC(C)CC(C(=O)N1CCc2ccccc2C1)N1C(=O)c2ccccc2C1=O (stereo unspecified),-1,0,-24,4,1,9,4,-11,9
CC(C)n1c(SCC(=O)NC2CC2)nnc1C1CC1,-6,10,1,-4,0,6,-3,1,-9
Cc1ccc(S(=O)(=O)N2C=CC(C(F)(F)F)=NCC2)cc1,-8,-2,0,3,-5,-7,5,-2,-11
COC(=O)c1cscc1S(=O)(=O)Cc1ccccc1,5,6,-6,-1,5,1,6,-2,-6
O=C1CCC(=O)N1CC(O)COc1ccccc1 (stereo unspecified),0,-5,8,-6,-2,2,8,-10,7
O=C(OCC#CCSc1nnc(-c2cccc3ccccc23)o1)c1cc2ccccc2o1,x,x,0,0,x,-3,2,x,x
CCn1nc(NS(=O)(=O)c2ccc(C)cc2)c2cc3ccccc3nc21,6,0,10,6,1,13,5,7,-9
CCC(Cc1ccccc1)NC(=O)C1CCN(c2nn3c(=O)cc(C)nc3s2)CC1 (stereo unspecified),4,2,-1,2,-1,4,5,-1,4
O=C(Nc1cccc(S(=O)(=O)N2CCCCC2)c1)c1ccco1,x,-1,5,-2,1,-1,-2,x,15
O=C(Nc1cccc(F)c1)/C(=C\c1ccco1)NC(=O)c1ccco1,8,8,1,-7,-1,0,0,-9,-3
O=C(Nc1ccccc1)c1nnn(Cc2ccccc2)c1NC(=O)C(F)(F)F,1,6,-8,-2,5,6,4,3,-10
S=C(NCc1ccco1)N1CCN(Cc2ccco2)CC1,3,3,9,0,0,1,5,-10,2
CN1CCN(CC(=O)Nc2cc(N3CCOCC3)ccc2[N+](=O)[O-])CC1,2,10,13,-1,2,9,3,-8,7
CCOC(=O)c1cccc(NC(=O)COC)c1,1,-1,8,5,2,2,2,4,-1
CN(C)C(CNc1ccc(C(F)(F)F)cn1)c1ccccc1 (stereo unspecified),2,-4,-2,-3,-4,9,-12,-15,9
CCCOc1ccc(C2=NNC(=O)CC2)cc1,2,-1,-5,2,-4,0,4,10,6
CC1CCCCC1NC(=O)CSc1nnc(-c2ccncc2)n1CCCN(C)C (stereo unspecified),2,4,0,1,-1,8,7,1,7
O=C(NC1CC1)c1ccc2c(c1)N(Cc1ccccc1)CCS2,-4,7,6,-5,-1,5,-4,-1,-8
CCCCn1c(=O)c2c(c3ccccc31)OCC(=O)N2,-5,-2,8,-3,3,x,x,-9,-9
# (more compounds)
SMILES,GSTO1 inh,LYPLA2 inh,PREPL inh,PAD4 inh,LYPLA1 inh,PAFAH2 inh,PAFAH1B3 FP inh,EBNA-1 inhibitor,ZTA counter
N#C/C(=C\c1ccc(Cl)s1)C(=O)N1CCN(c2ccccc2)CC1,18,12,4,-3,-3,-9,12,6,-24
CCOC(=O)c1cc(NC(=O)NCc2ccco2)c(C)nc1C,3,7,2,-5,-1,-1,-2,4,5
COC(=O)c1cc(OC)c(OC)cc1NC(=S)N1CCCCC1,-2,4,6,-4,4,4,2,-10,-5
O=C(Nc1ccc2snnc2c1)N1CCOCC1,-4,4,16,-1,0,4,5,0,6
Cc1ccc(OCC(O)Cn2c(N3CCCCC3)nc3c2c(=O)[nH]c(=O)n3C)cc1 (stereo unspecified),-1,-2,24,-2,-1,7,7,9,-1
CCc1c(C)nc2c(OC)cccc2c1Cl,8,3,6,4,3,12,7,-3,1
CC(=O)Oc1ccc2cc(-c3ccccc3)c(=O)oc2c1,0,2,10,-2,5,-7,-2,2,2
CCCCN(CC)Cc1ccc(CNC(=S)Nc2cccc(F)c2)o1,-4,13,7,-2,2,2,-2,12,-12
CSc1sc(-c2ccnc(=S)[nH]2)c(-c2ccccc2)c1C#N,-11,4,-4,-1,2,x,x,-4,2
CCCN(C(=O)Cn1ncc2c(=O)oc3ccccc3c21)c1cccc(C)c1,3,6,-17,1,-4,7,-3,-15,-7
C=CCN(c1ccccc1)S(=O)(=O)c1cccc(C(=O)NNC(=O)c2ccccc2O)c1,5,0,2,-3,2,13,5,12,14
CSCCC(NC(=O)c1ccco1)C(=O)NCC(c1ccccc1)N(C)C (stereo unspecified),x,3,6,-6,0,0,4,x,-9
COc1ccc(S(=O)(=O)N2CCC(C(=O)N3CCC(C(N)=O)CC3)CC2)cc1Cl,-6,-3,-1,0,2,-9,3,-2,4
CCC(C)/C=C/C1=CC2=C(Cl)C(=O)C3(C)OC(=O)C(C(=O)C(C)C(C)O)C3C2=CO1 (stereo unspecified),17,-2,2,0,0,15,3,0,-1
Cc1cc(C=O)c(C)n1-c1ccc(Oc2ccc([N+](=O)[O-])cn2)cc1,-2,14,9,-2,0,-11,22,-4,-5

# Compounds shown so far with a halogen (14):
SMILES,GSTO1 inh,LYPLA2 inh,PREPL inh,PAD4 inh,LYPLA1 inh,PAFAH2 inh,PAFAH1B3 FP inh,EBNA-1 inhibitor,ZTA counter
CCCCN(C(=O)c1ccc(Cl)c([N+](=O)[O-])c1)c1c(N)n(CCC)c(=O)[nH]c1=O,9,-2,9,-1,-1,7,8,-7,7
CC(=O)N1N=C(c2cccc(Br)c2)OC12CCCC2,8,-1,-2,-2,-1,0,6,4,3
CCCCC(=O)Nc1ccccc1N1CCN(c2ccc(F)cc2)CC1,4,4,2,1,-1,-1,-2,0,-3
O=C(NCCc1c[nH]c2ccccc12)c1ccc(F)cc1F,-2,-8,10,-1,-5,-4,10,0,8
Cc1ccc(Cl)cc1NC(=O)CNC(=O)N1CC(=O)Nc2ccccc21,13,7,14,-3,2,7,1,3,-19
Cc1ccc(S(=O)(=O)N2C=CC(C(F)(F)F)=NCC2)cc1,-8,-2,0,3,-5,-7,5,-2,-11
O=C(Nc1cccc(F)c1)/C(=C\c1ccco1)NC(=O)c1ccco1,8,8,1,-7,-1,0,0,-9,-3
O=C(Nc1ccccc1)c1nnn(Cc2ccccc2)c1NC(=O)C(F)(F)F,1,6,-8,-2,5,6,4,3,-10
CN(C)C(CNc1ccc(C(F)(F)F)cn1)c1ccccc1 (stereo unspecified),2,-4,-2,-3,-4,9,-12,-15,9
N#C/C(=C\c1ccc(Cl)s1)C(=O)N1CCN(c2ccccc2)CC1,18,12,4,-3,-3,-9,12,6,-24
CCc1c(C)nc2c(OC)cccc2c1Cl,8,3,6,4,3,12,7,-3,1
CCCCN(CC)Cc1ccc(CNC(=S)Nc2cccc(F)c2)o1,-4,13,7,-2,2,2,-2,12,-12
COc1ccc(S(=O)(=O)N2CCC(C(=O)N3CCC(C(N)=O)CC3)CC2)cc1Cl,-6,-3,-1,0,2,-9,3,-2,4
CCC(C)/C=C/C1=CC2=C(Cl)C(=O)C3(C)OC(=O)C(C(=O)C(C)C(C)O)C3C2=CO1 (stereo unspecified),17,-2,2,0,0,15,3,0,-1

# Screens (PubChem)
